Screening data from PubChem.
ADAM10 inh – ADAM10 inhibition, QFRET primary screen | O14672 | inhibition, % at 7 µM | 370,000 tested, 0.62% active | recombinant ADAM10, EDANS/DABCYL FRET peptide cleavage, 3 h;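 active = inhibition above a per-campaign cutoff equal to the mean of compounds falling between control-based bounds plus 3 SD, cut at about 20% in these data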;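 note: 0% = DMSO wells while the 100% control is not disclosed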
hgDAF-12 ag – activates the H. glycines DAF-12 receptor ligand-binding domain; HEK293 GAL4-hgDAF12 UAS-luciferase reporter, agonist luminescence; normalized to butyrate control; activation, % at 6.8 µM; 370,000 tested, 1.8% active; AID 687014;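 active = activation above a cutoff set at the mean of all screened compounds plus 3 SD, cut at about 10% in these data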;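 note: 0% = DMSO wells and 100% = sodium butyrate wells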
SMARCA2 activ – SMARCA2 function activation, primary screen; MG213 cells, MMTV-luciferase reporter, dexamethasone, overnight; 370,000 tested, 1% active; AID 652017; activation, % at 9.1 µM; in the data active = activation above about 7.8%;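 note: 0% = vehicle wells and 100% = reference activator wells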
DAX1 inh-1 – blocks DAX1 repression of SF-1 activated StAR promoter; HEK293T StAR-luciferase reporter, SF-1/DAX-1 repression relief; inhibition, % at 6.8 µM; 370,000 tested, 1.1% active; AID 652010;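 active = inhibition above the mean over all tested compounds plus 3 SD, cut at about 3.6% in these data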;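 note: 0% = DAX-1 cells with DMSO and 100% = cells lacking DAX-1 with DMSO; higher inhibition means more luminescence from relief of DAX-1 repression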
FXN GAA850 act – activators of GAA850 frataxin (FXN) promoter | activation, % at 6 µM | HEK293 lucGAA850 FXN promoter luciferase reporter, 24 h; percent of 10 µM SAHA response | AID 540364 | 360,000 tested, 0.56% active;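 active = activation above the average of all compounds screened plus 3 SD, cutoff fixed separately per campaign, cut at about 7.5% in these data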;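 note: 0% = DMSO wells and 100% = 10 µM SAHA wells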
ADAM17 inh – ADAM17 inhibition, QFRET primary screen; 370,000 tested, 0.83% active; recombinant ADAM17, EDANS/DABCYL FRET peptide cleavage; P78536; inhibition, % at 6.95 µM; AID 720648;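 active = inhibition above the mean of compounds lying between control limits plus 3 SD, set per campaign, cut at about 8.5% in these data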;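 note: 0% = DMSO-only wells as the low control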
GC-A act – GC-A (human) enzyme activation | HEK293 GC-A cells, cGMP TR-FRET, EC30 ANP; 0% at EC30 ANP, 100% saturating ANP | activation, % at 10 µM | 370,000 tested, 0.14% active; in the data active = activation above about 40%
Target sequence (P16066 whole entry, looked up): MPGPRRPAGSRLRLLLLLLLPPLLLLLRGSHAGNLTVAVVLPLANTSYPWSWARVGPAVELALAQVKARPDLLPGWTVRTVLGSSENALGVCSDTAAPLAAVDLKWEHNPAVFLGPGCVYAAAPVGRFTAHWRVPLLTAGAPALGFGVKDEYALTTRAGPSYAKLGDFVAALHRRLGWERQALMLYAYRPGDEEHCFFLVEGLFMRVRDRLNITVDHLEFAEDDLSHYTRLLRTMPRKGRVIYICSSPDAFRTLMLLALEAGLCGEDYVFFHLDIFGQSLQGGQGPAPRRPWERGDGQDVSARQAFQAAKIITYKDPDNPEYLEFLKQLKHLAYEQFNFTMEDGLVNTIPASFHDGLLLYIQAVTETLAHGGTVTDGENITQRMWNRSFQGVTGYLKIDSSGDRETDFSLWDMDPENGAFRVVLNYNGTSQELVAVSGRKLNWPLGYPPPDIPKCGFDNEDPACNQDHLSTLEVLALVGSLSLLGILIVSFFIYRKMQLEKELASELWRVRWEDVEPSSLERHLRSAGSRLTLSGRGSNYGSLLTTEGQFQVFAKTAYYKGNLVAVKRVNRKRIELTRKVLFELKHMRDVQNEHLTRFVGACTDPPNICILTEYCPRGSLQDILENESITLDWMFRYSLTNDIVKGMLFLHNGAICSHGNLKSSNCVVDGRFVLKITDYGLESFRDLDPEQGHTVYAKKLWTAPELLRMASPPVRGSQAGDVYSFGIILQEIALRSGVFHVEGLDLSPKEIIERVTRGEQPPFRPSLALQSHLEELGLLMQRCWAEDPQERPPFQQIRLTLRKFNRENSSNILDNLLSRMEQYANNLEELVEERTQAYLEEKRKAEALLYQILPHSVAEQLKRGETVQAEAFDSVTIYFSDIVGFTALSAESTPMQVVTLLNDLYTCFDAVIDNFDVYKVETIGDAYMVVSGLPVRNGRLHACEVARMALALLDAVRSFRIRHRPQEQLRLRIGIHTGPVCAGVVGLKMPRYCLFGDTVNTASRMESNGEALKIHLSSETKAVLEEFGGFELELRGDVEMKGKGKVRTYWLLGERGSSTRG
hcDAF-12 act – activators of H. contortus DAF-12 nuclear receptor. HEK293 hcDAF-12 lit1-tk-luc reporter, luminescence; 0% DMSO, 100% Δ7-dafachronic acid. activation, % at 6.8 µM. 370,000 tested, 1.4% active. AID 652067;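 active = activation above the mean of all tested compounds plus 3 SD, cut at about 5.5% in these data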;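 note: 100% = response to 3 µM Δ7-dafachronic acid high control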
ssDAF-12 act – activators of S. stercoralis DAF-12 nuclear receptor | HEK293 ssDAF-12/GRIP1 lit1-tk-luc reporter, luminescence; % of 3 µM dafachronic acid response | activation, % at 6.8 µM | 370,000 tested, 1% active;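 active = activation above the mean over all tested compounds plus 3 SD, cut at about 0.9% in these data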;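 note: 0% = DMSO-only wells and 100% = 3 µM delta7-dafachronic acid wells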
PG9 Ab binder – PG9 antibody binding by small molecule | AID 624416 | inhibition, % at 6.7 µM | TR-FRET gp120-PG9 antibody binding | 360,000 tested, 0.43% active; in the data active = inhibition above about 8.5%
DAX1 inh-2 – inhibits human nuclear receptor DAX1 | P51843 | HEK293 Gal4-DAX1 luciferase reporter, luminescence | inhibition, % at 6.75 µM | 340,000 tested, 0.99% active | AID 504766;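 active = inhibition above the mean over all tested compounds plus 3 SD, cut at about 4.2% in these data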;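 note: 0% = DAX1-transfected cells with DMSO and 100% = empty-vector control cells with DMSO; inhibition shows as a rise in luminescence from relieved DAX1 repression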
Numbers without * were called inactive; i = inactive; . = no result given.

SMILES	ADAM10 inh	hgDAF-12 ag	SMARCA2 activ	DAX1 inh-1	FXN GAA850 act	ADAM17 inh	GC-A act	hcDAF-12 act	ssDAF-12 act	PG9 Ab binder	DAX1 inh-2
O=C1NC[C@@H](CCCCN2CCN(CCC3CCCCC3)C(=O)C2=O)N(CC2CCCCC2)C1=O	7.2	-1.1	0.5	1.7	.	3.6	2.6	-1.3	-0.3	-0.1	.
CCC(=O)c1cc2c(C)cc(=O)oc2c(C)c1OC	-11.6	-1.1	-1.1	-0.9	-1.3	-2.8	12.8	-1.6	-1.3	0.7	0.7
O=C(O)c1cc(C2CC2)nc2ccccc12	-3.0	0.1	1.2	0.3	0.0	-3.1	0.4	1.4	-1.1	0.6	2.1
CC(C)CCN1C(=O)c2ccc(C(=O)NCC3CCCO3)cc2C1=O (configuration not stated)	-6.4	-1.1	0.1	-0.6	-0.3	-1.7	0.6	0.0	-1.4	0.5	0.4
COC(=O)C(O)(NC(=O)NC(C)=O)C(F)(F)F (configuration not stated)	8.8	1.7	-1.9	0.5	-1.9	2.2	6.6	-0.3	-0.7	-1.3	-0.7
CN1CCN(C(=O)c2cc3nc(-c4ccccc4)cc(-c4ccccc4)n3n2)CC1	-281.4	-1.9	-0.5	-0.9	4.5	-88.8	10.4	-1.5	-1.2	2.7	0.0
Cc1cccc(-c2noc(CCC(=O)Nc3ccc(C(N)=O)cc3)n2)c1	1.1	-0.6	0.0	-0.1	1.3	0.0	-1.2	-0.8	-0.6	-1.1	.
COc1ccc(C)cc1NC(=O)c1nnn(Cc2cccc(F)c2)c1N	-48.0	-0.4	-1.2	0.3	0.1	-5.3	1.8	-4.2	-2.1	0.6	0.6
CCC(Oc1ccccc1)C(=O)N1CCC(C(N)=O)CC1 (configuration not stated)	0.4	4.7	4.1	0.7	3.5	0.6	2.9	0.6	-0.8	-0.1	0.3
COc1cc(-c2nc(C)c(C(C)=O)n2O)ccc1OCC(=O)Nc1ccc(F)cc1	-0.1	-0.6	3.0	-0.5	-0.4	6.0	1.1	0.3	-1.3	-4.3	0.4
COc1ccc(CCC(=O)N2c3ccccc3N=C(c3ccc(C(F)(F)F)cc3)C2C(=O)NC(C)C)cc1 (configuration not stated)	-13.3	3.0	-4.4	0.7	.	4.0	-1.4	2.1	-0.3	0.5	.
CCOC(=O)N1CCN(c2ccc(S(=O)(=O)N3CCOCC3)cn2)CC1	-12.2	-1.2	-0.8	0.4	0.1	0.0	3.4	-0.5	-1.6	1.6	0.2
CC1CCCN(C(=O)c2cc(-c3ccco3)nc3ccccc23)C1 (configuration not stated)	i	-1.2	-0.3	-2.2	-0.6	i	1.0	-0.2	-1.0	0.8	-0.6
Cc1ccccc1CN1CCCCC(NC(=O)Nc2cccc([N+](=O)[O-])c2)C1=O (configuration not stated)	4.2	-2.5	-1.2	-2.0	.	-1.5	-5.8	-3.8	-1.6	.	.
CC1COc2ccccc2N1C(=O)c1ccc(Cl)cc1 (configuration not stated)	2.9	-1.1	-1.2	0.2	-0.2	1.0	0.4	-1.3	-1.0	-1.7	0.5

A different layout for some results above.
SMILES | ADAM10 inh | hgDAF-12 ag | SMARCA2 activ | DAX1 inh-1 | FXN GAA850 act | ADAM17 inh | GC-A act | hcDAF-12 act | ssDAF-12 act | PG9 Ab binder | DAX1 inh-2
CC1CCCN(C(=O)c2cc(-c3ccco3)nc3ccccc23)C1 (configuration not stated) | i | -1.2 | -0.3 | -2.2 | -0.6 | i | 1.0 | -0.2 | -1.0 | 0.8 | -0.6
Cc1ccccc1CN1CCCCC(NC(=O)Nc2cccc([N+](=O)[O-])c2)C1=O (configuration not stated) | 4.2 | -2.5 | -1.2 | -2.0 | . | -1.5 | -5.8 | -3.8 | -1.6 | . | .

Additional results follow.
SMILES	ADAM10 inh	hgDAF-12 ag	SMARCA2 activ	DAX1 inh-1	FXN GAA850 act	ADAM17 inh	GC-A act	hcDAF-12 act	ssDAF-12 act	PG9 Ab binder	DAX1 inh-2
Cc1ccc(S(=O)(=O)NN=C2CCCc3ccccc32)cc1	-10.7	1.6	-5.4	-2.4	-1.0	-1.1	1.3	-0.4	-0.7	1.8	1.0
Cc1cccc(CN2CCN(C3CN(C4CCCC4)S(=O)(=O)C3)CC2)c1 (configuration not stated)	0.3	-3.1	-2.7	-1.0	.	-6.5	-4.3	-0.2	-0.6	-0.4	.
O=C(NCc1csc(-c2cccs2)n1)C1CCC1	-16.8	4.1	1.8	0.9	2.5	-4.2	4.2	1.7	-0.3	-0.6	3.2
COc1ccc(CNS(=O)(=O)NCc2ccccc2)cc1	-0.2	-0.6	0.3	-0.5	-0.9	-0.4	-1.3	1.2	-1.0	-1.4	-0.9
CCOCCCn1c(SCC(=O)Nc2ccc(C(N)=O)cc2)nc2ccccc2c1=O	6.2	-2.3	-1.8	0.0	-1.8	-6.4	-1.9	-0.7	-1.0	0.5	-0.2
O=C(NCCN1CCCCC1)c1c(O)c2ccccc2[nH]c1=O	-15.8	0.0	-2.7	0.0	0.7	-0.5	5.8	-0.3	-0.9	-1.3	1.3
Cc1cc(NC(=O)/C=C/c2cccc(Cl)c2)n(-c2nc3ccccc3[nH]2)n1	9.9	0.3	-1.8	0.3	7.0	1.9	10.4	2.1	-0.8	-2.2	0.0
CCCOc1ccc(C(=O)N(CC(C)C)c2c(N)n(Cc3ccccc3)c(=O)[nH]c2=O)cc1	2.1	-2.1	-5.7	1.9	0.2	1.7	2.1	0.8	-0.6	-2.4	2.0
CCN(CC)c1ccc(C2C(C(=O)OCCOC)=C(C)NC3=C2C(=O)CCC3)cc1 (configuration not stated)	-95.5	2.1	-2.5	-0.2	-0.7	-33.6	-10.9	-1.5	-0.3	-3.3	-0.3
COc1c(Cl)cc(Cl)cc1CNCCNCC(C)O (configuration not stated)	1.4	1.7	-1.9	-0.1	-0.4	-1.2	0.7	1.8	-1.9	1.7	1.5
COc1ccc(S(=O)(=O)N2CCC(C(N)=O)CC2)c2ccccc12	7.4	-0.6	2.0	0.9	-0.7	-6.0	3.3	-1.9	-0.6	0.1	1.2
Cc1ccc(-n2nnnc2SCc2ccccn2)cc1C	-8.5	-1.4	-0.2	0.2	3.6	-5.5	3.5	-1.7	-0.9	0.2	0.3
Clc1ccc(-c2nc3ccccc3n2OCc2ccccc2)cc1	0.7	-2.1	2.9	0.3	3.3	-1.9	1.0	0.0	-1.5	0.1	0.8
CCN(Cc1ccccc1)N=Nc1ccccc1	-6.8	5.1	-2.2	0.4	1.1	-4.5	-0.9	1.6	-0.3	1.5	1.1
CCc1nc2c(OCc3ccc(F)c(F)c3)cccn2c1N(C)C(=O)C1CC1	16.6	-0.6	-1.5	-1.6	-2.6	2.4	-3.1	-3.2	-1.3	-1.4	.
O=C1/C(=C\c2cccc([N+](=O)[O-])c2O)SC(=S)N1Cc1ccccc1	-6.1	-0.5	-3.7	0.3	-3.3	-4.1	7.2	-0.8	-0.7	0.1	-1.1
CCN(CC)C(=O)c1sc2c(c1C)c(=O)n(-c1ccc(C)c(C)c1)c(=O)n2CC(=O)NCC1CCCO1 (configuration not stated)	0.0	-0.1	-2.7	-0.3	2.0	0.0	-2.2	1.7	-1.2	0.1	-0.8
O=S(=O)(c1ccc(NC(=S)N/N=C/c2ccc(O)c(O)c2)cc1)N1CCOCC1	-4.3	1.1	0.7	0.6	2.0	-2.7	-2.4	-1.1	-0.1	-1.4	0.3
CN1CCN(S(=O)(=O)c2cccc(C(=O)N(C)Cc3c(F)cccc3Cl)c2)CC1	-0.2	-2.2	-1.7	-1.0	2.7	0.4	-0.9	0.3	-0.8	0.8	0.3
Oc1ccc(-c2nc3ncccn3c2Nc2ccc3c(c2)OCO3)cc1	4.1	0.9	-0.1	-0.9	-3.2	-4.3	38.6	2.5	-1.1	-10.1	0.0
O=C(c1ccccc1)C1CCN(C(=O)c2ccc(Cl)cc2)CC1	-6.6	-2.5	-2.8	0.2	0.1	-0.3	-2.6	-1.1	-0.9	0.4	1.8
COc1ccc(C(CNC(=O)CCNC(=O)c2ccccc2Cl)N2CCCC2)cc1 (configuration not stated)	-9.1	0.5	-2.8	0.7	-1.9	0.1	0.7	-2.1	-1.1	-1.5	0.9
Oc1ccccc1-c1n[nH]c(=S)n1Cc1ccccc1	6.1	-0.9	-3.2	0.0	1.0	-6.0	1.9	5.2	1.5*	0.8	1.4
CC(C)CC(c1nnnn1CCc1ccccc1)N1CCC(C(N)=O)CC1 (configuration not stated)	-6.1	-0.3	0.4	-0.6	2.2	-6.3	2.1	-0.4	-0.6	-1.0	1.2
CCC(=O)c1ccc(OCC(=O)NC2CCN(Cc3ccccc3)CC2)cc1	0.7	-1.5	-3.8	-1.3	-0.8	6.3	-0.7	0.0	-1.2	-0.5	-0.2
CCCOc1ccc(C(=O)Nc2ccc(S(=O)(=O)Nc3cc(C)nc(C)n3)cc2)cc1	3.8	3.5	-5.0	-0.4	1.1	-0.7	-4.2	-1.4	-1.3	2.9	-2.6
O=S(=O)(Nc1ccc2c(c1)OCCO2)c1ccc2oc3ccccc3c2c1	23.6*	-2.7	-2.7	-0.9	-1.1	11.2*	0.6	-2.3	-1.7	0.4	0.1
CCc1ccc(C(=O)N2CCN(c3ccc(F)cc3)CC2)s1	9.8	-1.0	-1.3	-0.6	-3.0	-2.4	0.7	-2.6	-2.3	-0.1	0.0
CC(=O)c1cnc2cc(C)nn2c1C	2.4	0.9	0.3	0.6	-1.4	-2.9	-1.3	-0.1	-0.2	-0.3	0.2
CC(C)NC(=S)N/N=C/c1c[nH]c2ccccc12	-8.4	7.3	-2.2	0.5	3.3	-2.4	17.0	3.7	-0.6	-2.0	1.1
CC1(C)CC(=O)C2=C(C1)NC(=O)CC2c1ccc(F)cc1 (configuration not stated)	-0.7	0.8	1.2	0.3	1.9	-1.2	1.0	-1.3	-0.6	-2.1	-0.7
N#CC1=C2C=Cc3ccccc3N2CCCC1=O	-0.1	3.0	0.9	0.5	4.4	5.3	0.1	1.7	-0.6	1.5	0.3
CCOC(=O)c1ccc(Nc2cc(C)nc(C)c2C(=O)OCC)cc1	5.6	-0.8	0.0	-0.8	-2.0	-1.4	3.6	-2.2	-1.9	0.7	-0.6
COc1cccc(OCc2cc(C(=O)NCC3CCCCC3)no2)c1	9.0	4.3	1.7	-0.1	0.0	-4.7	3.2	1.0	-0.7	-0.3	0.6
COc1ccccc1OCC(=O)NCC1CCCN(Cc2cnn(C)c2C)C1 (configuration not stated)	-12.8	-1.2	-3.3	-0.8	1.2	-3.5	-2.3	0.5	-0.7	-1.5	-0.4
CC(NC(=O)/C=C/c1cnc2ccccc2n1)C12CC3CC(CC(C3)C1)C2 (configuration not stated)	4.2	-5.0	-2.2	-0.7	-3.9	1.8	-1.0	-3.2	-1.6	0.4	-1.7
COc1ccc(-c2cscc2N)cc1	-9.9	1.3	-8.5	-1.8	.	-3.3	-2.1	-0.7	-0.9	-3.7	.
O=C(CN1C(=O)C2C3C=CC(C3)C2C1=O)NCc1ccc2c(c1)OCO2 (configuration not stated)	1.9	-1.8	-1.6	-1.0	0.0	-4.2	1.7	0.7	-1.0	0.8	0.3
C=CCSCC1Nc2cc(Cl)c(S(N)(=O)=O)cc2S(=O)(=O)N1 (configuration not stated)	-12.9	0.2	-3.3	0.0	2.0	-0.9	1.6	1.6	-1.2	0.0	0.3
CC(=O)c1ccc(OCCCC(=O)NCc2nnc3ccccn23)cc1	-20.0	-0.9	-1.5	0.2	2.0	-5.5	1.5	-0.2	-0.1	1.2	-0.6
